# BLM helicase inh: inhibitors of human Bloom syndrome helicase BLM | AID 2528 | Potency, µM (top dose mostly 56.1 µM), inactives show top-dose activity change, negative = inhibition, hits mostly inhibitors | recombinant BLM DNA unwinding, fluorescence dequenching | P54132 | 350,000 tested, 0.2% active;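 further: plate controls were vehicle for no effect and no enzyme for full effect; nearly all actives have a fitted effect of over 35% in size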
# G9a block: blocks human histone lysine methyltransferase G9a. Potency, µM (highest dose often 102 µM), inactives show at the highest dose activity, negative = inhibition, usual class: inhibitors. Q96KQ7. AID 504332. 350,000 tested, 8.8% active. G9a H3K9 monomethylation, AlphaScreen, 2 h; further: nearly all actives have a fitted effect of over 75% in size
# Target sequence (Q96KQ7 913-1193 limits assumed): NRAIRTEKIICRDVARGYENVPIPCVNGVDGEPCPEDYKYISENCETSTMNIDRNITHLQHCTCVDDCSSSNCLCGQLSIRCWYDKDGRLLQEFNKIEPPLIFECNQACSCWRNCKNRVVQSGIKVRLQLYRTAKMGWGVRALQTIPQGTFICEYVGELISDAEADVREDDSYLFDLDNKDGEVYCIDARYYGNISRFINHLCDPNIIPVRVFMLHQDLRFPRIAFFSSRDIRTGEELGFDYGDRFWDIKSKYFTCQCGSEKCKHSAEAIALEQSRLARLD
#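 G9a (20 nM) preincubated 15 min RT with compounds, then 500 nM biotinylated H3K9 peptide and 20 uM SAM added; 2 h RT reaction. Monomethyl-H3K9 product detected by AlphaScreen with anti-H3K9me1 antibody, streptavidin donor and anti-rabbit IgG acceptor beads.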
# Starred values were filed as active, the others as inactive; ? = inconclusive; & = joins results of further samples; ! = repeats disagree; [ ] = another dose, or the depositor's remark. The call rests on the fitted dose curve; in most records, active means well fitted curve in the direction sought with a large enough effect; inconclusive means small, poorly fitted or top-dose-only effect, or another doubt; inactive means no such curve, though single readings can be large; an effect the other way counts as inactive or inconclusive. Unless noted, on the % scale 0 is the no-effect control and ±100 the full control effect; potency means the concentration at half of the fitted maximal effect.
# A first look, 6 compounds:
BLM helicase inh,G9a block,SMILES
-7.2%,8.1%[12.7 µM],Cc1noc(C)c1C(=O)N1CCC[C@@]2(CCN(C(=O)Nc3ccccc3)C2)C1
2.6%,29.6%[59 µM],O=P(O)(O)O[C@@H]1[C@H](O)[C@H](O)[C@@H](OP(=O)(O)O)[C@H](OP(=O)(O)O)[C@H]1O
?,15.8µM*,[O][C@H]1[C@@H](O)[C@@H](CO)O[C@@H](O[C@@H]2[C@@H]3OC[C@H]2O[C@H](O[C@@H]2[C@@H](O)[C@H](C[C@@H]4[C@@H]5OC[C@H]4O[CH][C@@H]5O)O[C@H](CO)[C@@H]2OS(=O)(=O)O)[C@@H]3OS(=O)(=O)O)[C@@H]1O
-3.7%,26.8%[59 µM],CCCCCCN(CCCCCC)C(=O)Cc1c(-c2ccc(Cl)cc2)[nH]c2ccc(Cl)cc12
69.8%&-7.1%[activator],22.4µM*!,CCCCC/C=C/C=C1/C(=O)C=C[C@@H]1C/C=C\CCCC(=O)O
1.1%,?,C#C[C@]1(O)CCC2C3CCC4=Cc5oncc5C[C@@]4(C)C3CC[C@@]21C (some centres not stated)

# The listing, from the start:
BLM helicase inh,G9a block,SMILES
-7.2%,8.1%[12.7 µM],Cc1noc(C)c1C(=O)N1CCC[C@@]2(CCN(C(=O)Nc3ccccc3)C2)C1
2.6%,29.6%[59 µM],O=P(O)(O)O[C@@H]1[C@H](O)[C@H](O)[C@@H](OP(=O)(O)O)[C@H](OP(=O)(O)O)[C@H]1O
?,15.8µM*,[O][C@H]1[C@@H](O)[C@@H](CO)O[C@@H](O[C@@H]2[C@@H]3OC[C@H]2O[C@H](O[C@@H]2[C@@H](O)[C@H](C[C@@H]4[C@@H]5OC[C@H]4O[CH][C@@H]5O)O[C@H](CO)[C@@H]2OS(=O)(=O)O)[C@@H]3OS(=O)(=O)O)[C@@H]1O
-3.7%,26.8%[59 µM],CCCCCCN(CCCCCC)C(=O)Cc1c(-c2ccc(Cl)cc2)[nH]c2ccc(Cl)cc12
69.8%&-7.1%[activator],22.4µM*!,CCCCC/C=C/C=C1/C(=O)C=C[C@@H]1C/C=C\CCCC(=O)O
1.1%,?,C#C[C@]1(O)CCC2C3CCC4=Cc5oncc5C[C@@]4(C)C3CC[C@@]21C (some centres not stated)
-1.9%,-2.4%[12.7 µM],COc1ncc2ncc(=O)n(Cc3ccc(F)cc3)c2n1
-3.2%,2.8%[0.501 µM],CN(C)c1nc(-c2ccccc2C(F)(F)F)nc2ccccc12
-2.7%,-1.2%[12.7 µM],O=C(c1csnn1)N1CCC2(CC1)CN(c1ccccn1)C2
3.0%,5.01µM*!,CCN(CC)C(C)CN1c2ccccc2Sc2ccccc21 (configuration not stated)
0.2%,-26.1%[2.33 µM],NCC1OC(OC2C(N)CC(N)[C@@H](O)[C@@H]2OC2O[C@H](CO)[C@@H](O[C@@H]3OC(CN)C(O)C(O)C3N)C2O)C(N)C(O)C1O (some centres not stated)
0.6%,-18.1%[12.7 µM],O=C(c1ccncc1)N1CCC2(CC1)CCN(c1ccccc1)CC2
-4.1%,11.3%[0.501 µM],Cc1cnc(CNc2ncnc3ccc(-c4cccc(NS(C)(=O)=O)c4)cc23)cn1
-5.8%,3.7%[12.7 µM],COc1cccc(Nc2ncc3nc(-c4ccccc4)c(=O)n(C4CC4)c3n2)c1
-8.1%,-18.2%[0.501 µM],O=c1c(-c2ccc(F)cc2)nc2cnc(N3CCNCC3)nc2n1-c1ccccc1
-1.6%[21.4 µM],20.5%[21.5 µM],C[C@H](CCC(=O)NCC(=O)O)[C@H]1CC[C@H]2[C@H]3[C@@H](C[C@@H](O)[C@]12C)[C@]1(C)CC[C@H](O)C[C@@H]1C[C@@H]3O
2.7%,13.1%[12.7 µM],O=C(Nc1ccccc1)N1CC[C@@]2(CCCN(C(=O)c3ccncc3)C2)C1
-14.2%,4.2%[12.7 µM],COc1ccc(C(=O)N2CCC3(CC2)CN(Cc2ccc(C#N)cc2)C3)cc1
1.5%,-21.0%[0.501 µM],CC(=O)NCCNc1ncncc1-c1ccccc1C
1.3%,31.2%[59 µM],C/C(=C\CNc1ncnc2c1ncn2[C@@H]1O[C@H](CO)[C@@H](O)[C@H]1O)CO
143.8%[activator],-22.7%[0.501 µM],CN1CCN(c2ncnc3ccc(-c4ccc5c(c4)OCO5)cc23)CC1
-13.7%,8.1%[0.501 µM],Cc1noc(C)c1-c1nc(Nc2ccc(F)cc2)c2ccccc2n1
1.8%,-0.8%[12.7 µM],N#Cc1ccc(CN2CC3(CCN(C(=O)c4cc(C(F)(F)F)cc(C(F)(F)F)c4)CC3)C2)cc1
-5.3%,-21.8%[2.33 µM],C[C@]12CCC3c4ccc(O)cc4CCC3C1CCC2OC(=O)CCC1CCCC1 (some centres not stated)
-1.0%,14.1%[59 µM],CC(C)C[C@H](NC(=O)[C@H](Cc1ccccc1)NC(=O)CNC(=O)CNC(=O)[C@@H](N)Cc1ccc(O)cc1)C(=O)N[C@@H](CCCN=C(N)N)C(=O)N[C@@H](CCCN=C(N)N)C(=O)N[C@@H](CCC(N)=O)C(=O)N[C@@H](Cc1ccccc1)C(=O)N[C@@H](CCCCN)C(=O)N[C@H](C(=O)N[C@H](C(=O)N[C@H](C(=O)O)[C@@H](C)O)C(C)C)C(C)C
0.3%,19.6%[59 µM],CC12CC3(O)OC(O1)C1(COC(=O)c4ccccc4)[C@@H]3CC21O[C@@H]1O[C@H](CO)[C@@H](O)[C@H](O)[C@H]1O
-0.3%[21.4 µM],20.2%[21.5 µM],CC[C@H](C(=O)[C@H](C)[C@H](O)[C@H](C)CCc1ccc(C)c(O)c1C(=O)O)[C@H]1O[C@](CC)([C@@H]2CC[C@@](O)(CC)[C@H](C)O2)C[C@H]1C
-5.7%,3.9%[0.501 µM],O=c1c(-c2cccs2)nc2cncnc2n1Cc1ccccc1
-3.3%,-33.0%[2.33 µM],CO[C@]12CC(COC(=O)c3cncc(Br)c3)CN(C)[C@@H]1Cc1cn(C)c3cccc2c13 (some centres not stated)
-4.1%,4.0%[0.501 µM],Cc1ccccc1-c1cc(Nc2ccccc2)ncn1
0.2%,?,CCCCC/C=C\C[C@H](O)/C=C/C=C\C/C=C\CCCC(=O)O
-3.8%,?,CN(CC[C@@H](Oc1ccc(C(F)(F)F)cc1)c1ccccc1)CC(=O)O
-0.9%,-2.7%[0.501 µM],O=c1c(CCc2ccccc2)nc2cnc(N3CCNCC3)nc2n1-c1ccccc1
-6.8%,-36.9%[2.33 µM],C[C@]12CCC3c4ccc(O)cc4CCC3C1CC(O)C2O (some centres not stated)
-5.1%,-0.2%[12.7 µM],COc1ccccc1CN1CCCC2(CCNCC2)C1
-2.7%[120 µM],?,CCOc1ccccc1-c1ccc(C(=O)O)s1
3.4%,6.1%[0.501 µM],N#CCCn1c(=O)c(-c2cccs2)nc2cnc(Nc3ccccc3)nc21
4.1%[75.6 µM],15.4%,Brc1ccc(C2=NCCC(c3ccccc3)O2)cc1 (configuration not stated)
-6.9%[75.6 µM],19.3%,CCOc1cccc2oc(-c3ccccc3Cl)cc(=O)c12
-0.9%,?,CN1CCN(C2Cc3ccccc3Sc3ccc(S)cc32)CC1 (configuration not stated)
61.2%[activator],3.5%[0.501 µM],COc1cccc(-c2ccc3ncnc(N4CCN(C)CC4)c3c2)c1
2.8%,24.7%[0.501 µM],COc1cccc(Cn2c(=O)c(-c3ccc(F)cc3)nc3cnc(N4CCOCC4)nc32)c1
-2.0%,3.1%[0.501 µM],COCCn1c(=O)c(-c2cccc(C#N)c2)nc2cnc(OCc3ccccc3)nc21
-7.3%[75.6 µM],?,COc1cccc(-c2cc(=O)c3cc(NC(=O)c4cccnc4)ccc3[nH]2)c1
-4.3%,-38.8%[0.501 µM],COc1cccc(-c2ccc3ncnc(Nc4ccccc4)c3c2)c1
1.7%,2.8%[0.501 µM],CC(=O)NCCNc1cc(-c2ccccc2C)ncn1
-8.1%,0.4%[12.7 µM],CC(=O)N1CCC2(CCCN(c3cccc(-c4ccccc4)c3)C2)CC1
-9.3%,-3.7%[0.501 µM],COc1ccc(CNc2ccnc(-c3ccc(N(C)C)cc3)n2)c(OC)c1
2.6%,?,CO[C@@H]1[C@@H](OC(N)=O)[C@@H](O)[C@H](Oc2ccc3c(O)c(NC(=O)c4ccc(O)c(CC=C(C)C)c4)c(=O)oc3c2C)OC1(C)C
4.7%,-14.4%[12.7 µM],COCC(=O)N1CCC[C@@]2(CCN(C(=O)Nc3cccc(C#N)c3)C2)C1
1.9%,0.6%[21.5 µM],C[C@@H](CCc1ccc(O)cc1)NCCc1ccc(O)c(O)c1
-23.3%,?,COc1ccc(-c2coc3cc(O)ccc3c2=O)c(O)c1O
1.8%,20µM*,CSCC[C@H](NC(=O)[C@H](Cc1ccccc1)NC[C@@H](NC[C@@H](N)CS)C(C)C)C(=O)O
-2.6%,5.7%[12.7 µM],Cn1cc(-c2nc3cnc(Oc4cccc(Cl)c4)nc3n(CCC#N)c2=O)c2ccccc21
-1.5%,6.5%[0.501 µM],COc1ccc(Oc2ncc3nc(-c4cccc(C#N)c4)c(=O)n(CCC#N)c3n2)cc1
3.5%,-17.5%[12.7 µM],O=C(c1cccc(F)c1)N1CCC2(CCN(Cc3nccs3)CC2)CC1
3.0%,-0.4%[12.7 µM],COC(=O)N1CCC2(CCCN(c3ncccn3)C2)CC1
2.7%,-8.6%[2.33 µM],CC1CC[C@@]2(OC1)OC1CC3C4CC[C@@H]5CC(O)CC[C@@]5(C)C4CC[C@]3(C)C1C2C (some centres not stated)
-17.0%,2.5%[12.7 µM],Cc1noc(C)c1C(=O)N1CCC2(CCCN(C(=O)Nc3cccc(C#N)c3)C2)CC1
2.3%,18.9%[0.501 µM],CN(C)C(=O)c1ccc(-c2cc(NCc3cccs3)ncn2)cc1

# Next results follow.
BLM helicase inh,G9a block,SMILES
2.8%,1.6%[12.7 µM],FC(F)(F)c1cc(CN2CCC3(CCNCC3)CC2)cc(C(F)(F)F)c1
0.8%,-10.1%[0.501 µM],FC(F)(F)c1ccccc1-c1nccc(-n2ccnc2)n1
4.5%,?,COc1ccc(NC(=S)N(CCN2CCOCC2)Cc2cc3cc4c(cc3[nH]c2=O)OCO4)cc1
-0.9%[21.4 µM],6.2%[21.5 µM],CC[C@@H]1O[C@]2(C=C[C@@H]1C)C[C@H]1C[C@H](CC=C(C)[C@@H](O[C@@H]3C[C@H](OC)[C@H](O[C@@H]4C[C@H](OC)[C@H](O)[C@H](C)O4)[C@H](C)O3)[C@@H](C)C=CC=C3CO[C@@H]4[C@@H](O)C(C)=C[C@@H](C(=O)O1)[C@]34O)O2
-0.7%,5.1%[12.7 µM],CC(C)NC(=O)N1CCCC2(CCN(C(=O)c3cccn3C)CC2)C1
1.9%,-4.3%[12.7 µM],O=c1c(-c2cccs2)nc2cncnc2n1C1CC1
-12.6%,14.1%[0.501 µM],COc1ccc(Oc2ncc3nc(-c4cc(F)cc(F)c4)c(=O)n(C[C@H]4CCCO4)c3n2)cc1
-4.1%,-47.0%[0.501 µM],Clc1ccccc1-c1nc(-n2ccnc2)c2ccccc2n1
-4.7%[120 µM],20.7%,COc1ccc(C2=N[C@H](c3ccccc3)CO2)cc1
-2.5%,4.9%[0.501 µM],COc1ccccc1CNc1nc(-c2ccc(C(=O)N(C)C)cc2)nc2ccccc12
4.8%,-33.7%[2.33 µM],CCCCCCCCCCCCC[N+](C)(C)Cc1ccccc1
0.7%,1.7%[12.7 µM],Cn1cccc1C(=O)N1CCC2(CCN(C(=O)Nc3ccccc3)CC2)CC1
-7.1%,-12.8%[12.7 µM],O=C(Oc1ccccc1)N1CCC2(CC1)CN(c1ccccc1)C2
-11.2%,25.7%[0.501 µM],FC(F)(F)c1ccccc1-c1nc(NC2CCNCC2)c2ccccc2n1
-8.9%[75.6 µM],51.0%[59 µM],COc1cc(OC)cc(-c2sc3ccccc3c(=O)c2I)c1
-16.7%,5.1%[12.7 µM],COc1cccc(Cn2c(=O)c(-c3ccccc3)nc3cnc(N(C)C)nc32)c1
-4.7%,-5.7%[12.7 µM],O=C(c1ccncc1)N1CCC2(CC1)CCN(c1cccc(-c3ccccc3)c1)CC2
1.8%,0.6%[0.501 µM],COc1ccc(-c2nc3cnc(Oc4cccc(Cl)c4)nc3n(C[C@H]3CCCO3)c2=O)cc1
1.1%,9.2%[0.501 µM],CN(C)c1ncc2nc(-c3ccc(Cl)cc3)c(=O)n(Cc3ccc(F)cc3)c2n1
-3.6%,6.8%[0.501 µM],O=c1cnc2cncnc2n1Cc1ccccc1Cl
-0.9%,3.2%[12.7 µM],CC(C)NC(=O)N1CC[C@@]2(CCCN(C(=O)c3csnn3)C2)C1
2.4%,-17.3%[0.501 µM],COc1ccc(-n2c(=O)c(-c3ccc(Cl)cc3)nc3cnc(N(C)C)nc32)cc1
-13.0%,-5.4%[0.501 µM],COc1cccc(Nc2ncc3nc(-c4cccs4)c(=O)n(-c4ccccc4)c3n2)c1
-1.7%,-30.2%[0.501 µM],Cc1noc(C)c1-c1cncnc1NCCN1CCOCC1
-6.4%&-12.4%,17.9%[59 µM],O=C(c1ccc(OCCCc2cnc[nH]2)cc1)C1CC1
2.4%,8.9%[12.7 µM],COc1ccc(Oc2ncc3nc(C)c(=O)n(CCC#N)c3n2)cc1
3.6%,34.1%[59 µM],CCCCC/C=C\C/C=C\C/C=C\C=C\C(=O)CCCC(=O)O
0.0%[75.6 µM],9.7%[59 µM],O=C(Nc1ccc(Cl)cc1)OCCN1CCN(Cc2ccccc2)CCC1=O
2.3%,13.3%[0.501 µM],O=c1c(-c2ccccc2)nc2cnc(N3CCOCC3)nc2n1Cc1ccc(F)cc1

# Only part of the results is shown; count on the stated rates, not on these rows.
